Compound activity from PubChem BioAssay.
GAA850 FXN act: increases GAA850 frataxin promoter reporter activity; HEK293 lucGAA850 FXN promoter luciferase reporter, 24 h; percent of 10 µM SAHA response; activation, % at 6 µM; 360,000 tested, 0.56% active; AID 540364;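 active means activation above the average of all compounds screened plus 3 SD, cutoff fixed separately per campaign, cut at about 7.5% in these data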;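 further: 0% = DMSO wells and 100% = 10 µM SAHA wells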
KLK7 zymogen act: activates the human kallikrein-7 zymogen. P49862. purified proKLK7, EDANS-DABCYL substrate fluorescence; 100% is mature enzyme control, 0% vehicle. activation, % at 7 µM. 370,000 tested, 0.9% active;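 active means activation above the mean of all tested compounds plus 3 SD, computed per campaign excluding outliers beyond control limits, cut at about 13% in these data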
ARFGAP1 inh: rat ARFGAP1 inhibition; AID 651572; Arfgap1-stimulated ARF1 GTP hydrolysis, GDP FP detection; 360,000 tested, 0.26% active; inhibition, % at 16.5 µM; Q62848;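 active means inhibition above a per-plate limit, mean inhibition of low control wells plus 3 SD, cut at about 25% in these data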;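 further: 0% = DMSO wells with enzyme and 100% = wells lacking Arfgap1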
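Material: rat Arfgap1 GAP domain (His6, aa 1-136), purified enzyme. Also added: human ARF1(Δ1-17)-GTP substrate. Compound dosing: 16.5 µM single point, 1.26% DMSO. Timing: enzyme reaction 120 min at 25 °C after 20 min preincubation. Signal: GDP detection by fluorescence polarization. Read-out basis: percent inhibition of GAP-stimulated GDP formation, scaled between DMSO and no-Arfgap1 medians.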
GC-B act: GC-B (human) receptor activation. P20594. HEK293-GC-B cells, CNP EC30, cGMP TR-FRET; 0% at EC30 CNP, 100% saturating CNP. activation, % at 10 µM. 370,000 tested, 0.11% active;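 active means activation at 10 µM reaching about 35% in either raw or pattern-adjusted values, limit read from the data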
rCAG binder: r(CAG) repeat RNA binding; TO-PRO-1 dye displacement fluorescence; 370,000 tested, 1.3% active; inhibition, % at 3 µM;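 active means inhibition above the plate cutoff, the mean of all test compounds on that plate plus 3 SD, cut at about 35% in these data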;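 further: 0% = DMSO alone and 100% = 100 µM mitoxantrone as full dye displacement; higher means more dye released from RNA so lower well fluorescence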
ASAP1 GAP inh: ASAP1 ArfGAP inhibition; AID 624377; inhibition, % at 16.5 µM; 360,000 tested, 0.19% active; ASAP1-stimulated ARF1 GTP hydrolysis, GDP FP detection; in the data active means inhibition above about 25%;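 further: 0% = vehicle with enzyme and substrate and 100% = no enzyme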
ADAM10 inh: ADAM10 inhibition, QFRET primary screen; O14672; recombinant ADAM10, EDANS/DABCYL FRET peptide cleavage, 3 h; inhibition, % at 7 µM; 370,000 tested, 0.62% active;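 active means inhibition above a per-campaign cutoff equal to the mean of compounds falling between control-based bounds plus 3 SD, cut at about 20% in these data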;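 further: 0% = DMSO wells while the 100% control is not disclosed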
Target sequence (O14672 214-748 limits assumed): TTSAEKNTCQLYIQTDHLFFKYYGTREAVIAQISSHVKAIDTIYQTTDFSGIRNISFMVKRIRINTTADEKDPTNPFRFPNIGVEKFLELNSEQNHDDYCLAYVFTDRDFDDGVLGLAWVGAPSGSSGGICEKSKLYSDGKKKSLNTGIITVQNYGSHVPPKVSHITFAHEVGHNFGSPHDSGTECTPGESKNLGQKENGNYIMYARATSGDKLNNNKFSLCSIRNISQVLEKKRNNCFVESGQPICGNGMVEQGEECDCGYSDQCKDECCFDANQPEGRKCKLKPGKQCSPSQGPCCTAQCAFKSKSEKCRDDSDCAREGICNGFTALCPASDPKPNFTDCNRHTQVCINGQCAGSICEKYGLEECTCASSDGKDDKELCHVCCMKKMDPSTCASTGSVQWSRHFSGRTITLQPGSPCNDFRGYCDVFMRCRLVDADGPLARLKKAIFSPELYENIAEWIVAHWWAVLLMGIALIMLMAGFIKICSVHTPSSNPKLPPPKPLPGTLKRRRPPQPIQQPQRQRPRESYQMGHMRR
Tn6 DDE FP: inhibitors of Tn6 peptide binding to human fibrin DD(E). P02675. Fibrin DD(E) TRITC-Tn6 fluorescence polarization displacement. inhibition, % at 8.3 µM. 370,000 tested, 0.21% active. AID 720509;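 active means inhibition above a per-campaign cutoff: mean of compounds within control limits plus 3 SD, cut at about 15% in these data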;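 further: 0% = median of all compound wells on the plate and 100% = blocking peptide control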
GC-A act: GC-A (human) enzyme activation. HEK293 GC-A cells, cGMP TR-FRET, EC30 ANP; 0% at EC30 ANP, 100% saturating ANP. 370,000 tested, 0.14% active. AID 1671463. activation, % at 10 µM; in the data active means activation above about 40%
sPLA2-III inh: Inhibits HGIII-sPLA2 liposome hydrolysis, primary screen; Q9NZ20; QFRET BODIPY PC-A2 liposome hydrolysis, fluorescence; inhibition, % at 12.2 µM; 370,000 tested, 0.56% active;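 active means inhibition above mean plus 3 SD of compounds lying within the high and low control bounds, cut at about 19% in these data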;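 further: 0% = median of test compound wells and 100% = no enzyme DMSO wells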
Target sequence (Q9NZ20 whole entry, looked up): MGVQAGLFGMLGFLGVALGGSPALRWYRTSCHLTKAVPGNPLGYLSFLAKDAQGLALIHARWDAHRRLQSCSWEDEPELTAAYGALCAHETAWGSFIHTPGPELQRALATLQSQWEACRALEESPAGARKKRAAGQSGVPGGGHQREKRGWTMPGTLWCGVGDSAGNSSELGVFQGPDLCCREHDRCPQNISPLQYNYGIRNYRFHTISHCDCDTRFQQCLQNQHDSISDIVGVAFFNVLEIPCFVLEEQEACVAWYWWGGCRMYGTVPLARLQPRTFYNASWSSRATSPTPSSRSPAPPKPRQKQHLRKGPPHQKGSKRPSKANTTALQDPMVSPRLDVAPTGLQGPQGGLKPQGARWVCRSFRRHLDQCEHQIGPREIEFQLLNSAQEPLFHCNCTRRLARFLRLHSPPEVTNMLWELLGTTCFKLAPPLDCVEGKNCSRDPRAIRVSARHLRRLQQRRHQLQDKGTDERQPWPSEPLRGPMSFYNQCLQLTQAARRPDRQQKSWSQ
* = called active by the depositor.

CC1(C(=O)OCC(=O)Nc2nnc(-c3ccccc3)o2)CC1(Cl)Cl (configuration not stated) was read as GAA850 FXN act -1.1, KLK7 zymogen act 0.5, ARFGAP1 inh 0, GC-B act 1, rCAG binder 14, ASAP1 GAP inh 16, ADAM10 inh 3, Tn6 DDE FP -6, GC-A act 0 and sPLA2-III inh -1.
`COc1cc(/C=N\NC(=O)C(C)(C)O)ccc1OC/C=C/c1ccccc1` gave GAA850 FXN act -0.7, KLK7 zymogen act 0.0, ARFGAP1 inh -2, GC-B act -4, rCAG binder -5, ASAP1 GAP inh 3, ADAM10 inh -20, Tn6 DDE FP -6, GC-A act -1 and sPLA2-III inh 5.
Screening Cc1c(C2(O)CCCCC2)[nH]c2cc(C(F)(F)F)ccc12 returned GAA850 FXN act 1.3, KLK7 zymogen act 0.7, ARFGAP1 inh 1, GC-B act 2, rCAG binder -6, ASAP1 GAP inh -1, ADAM10 inh 11, Tn6 DDE FP 0, GC-A act 3 and sPLA2-III inh -28.
For CCOCCCNC(=O)Cc1c(C(=O)O)[nH]c2ccc(Cl)cc12 the results were GAA850 FXN act 1.1, KLK7 zymogen act 0.5, ARFGAP1 inh 2, GC-B act -2, rCAG binder 3, ASAP1 GAP inh 1, ADAM10 inh -12, Tn6 DDE FP 0, GC-A act 8 and sPLA2-III inh -2.
Screening CC1(C(=O)Nc2ccc3nc[nH]c3c2)CCN1C(=O)c1ccccc1CCc1ccccc1 (configuration not stated) returned GAA850 FXN act -2.0, KLK7 zymogen act -0.2, ARFGAP1 inh 3, GC-B act -1, rCAG binder 1, ASAP1 GAP inh 2, ADAM10 inh 8, Tn6 DDE FP -2, GC-A act -7 and sPLA2-III inh -25.
CCCCNC(=O)C1(C)CCN1Cc1ccc(C#N)cc1 (configuration not stated) was read as GAA850 FXN act 1.9, KLK7 zymogen act -0.1, ARFGAP1 inh -13, GC-B act 0, rCAG binder -1, ASAP1 GAP inh -3, ADAM10 inh -4, Tn6 DDE FP 3, GC-A act 0 and sPLA2-III inh 9.
COc1cccc(-c2ccc3c(c2)C2CC3CCN2C(=O)c2ccc(Cl)cc2)c1 (configuration not stated) was read as GAA850 FXN act -0.2, KLK7 zymogen act -0.3, ARFGAP1 inh -1, GC-B act 2, rCAG binder 6, ASAP1 GAP inh -9, ADAM10 inh -1, Tn6 DDE FP -3, GC-A act 4 and sPLA2-III inh 4.
`CCc1nnc(NC(=O)CSc2ccc(-c3cccs3)nn2)s1` gave GAA850 FXN act 0.0, KLK7 zymogen act 0.2, ARFGAP1 inh 5, GC-B act 1, rCAG binder -1, ASAP1 GAP inh 6, ADAM10 inh 9, Tn6 DDE FP -5, GC-A act 4 and sPLA2-III inh -3.
For CC1(C)Cc2cccc(OCC(=O)N3CCN(c4ccc(F)cc4)CC3)c2O1 the results were GAA850 FXN act -0.1, KLK7 zymogen act 0.3, ARFGAP1 inh -2, GC-B act -18, rCAG binder -10, ASAP1 GAP inh 4, ADAM10 inh -11, Tn6 DDE FP 3, GC-A act -15 and sPLA2-III inh -1.
Screening CN(Cc1ccccc1)S(=O)(=O)c1ccc2c(c1)OCCO2 returned GAA850 FXN act 2.4, KLK7 zymogen act 0.2, ARFGAP1 inh -10, GC-B act 0, rCAG binder -3, ASAP1 GAP inh -8, ADAM10 inh 7, Tn6 DDE FP -3, GC-A act 1 and sPLA2-III inh 7.
`CS(=O)(=O)c1ccc2nc(NC(=O)c3ccc(S(=O)(=O)NCC4CCCO4)cc3)sc2c1` (configuration not stated) gave GAA850 FXN act 0.3, KLK7 zymogen act -0.5, ARFGAP1 inh -6, GC-B act 3, rCAG binder 27, ASAP1 GAP inh 1, ADAM10 inh 7, Tn6 DDE FP -2, GC-A act -1 and sPLA2-III inh -14.
`CC(C)(C)OC(=O)NCCc1ccccc1/C=C/S(=O)(=O)NC1CCCC1` gave KLK7 zymogen act 0.7, GC-B act 2, rCAG binder 3, ADAM10 inh -10, Tn6 DDE FP -3, GC-A act -1 and sPLA2-III inh 10.
NCC(O)c1ccc(O)c(O)c1 (configuration not stated) was read as GAA850 FXN act -0.5, KLK7 zymogen act 0.1, ARFGAP1 inh 14, GC-B act 3, rCAG binder 3, ASAP1 GAP inh 18, ADAM10 inh 2, Tn6 DDE FP -1, GC-A act 2 and sPLA2-III inh 2.
Screening COc1ccc(CCCCCCOCc2ccccc2)cc1 returned GAA850 FXN act 0.2, KLK7 zymogen act -0.6, ARFGAP1 inh 13, GC-B act 10, rCAG binder 1, ASAP1 GAP inh -1, ADAM10 inh -3, Tn6 DDE FP 2, GC-A act -1 and sPLA2-III inh 10.
For Cc1cccc(N(CC(=O)NCc2ccc3c(c2)OCO3)C(=O)CCC(=O)Nc2ccccn2)c1C the results were GAA850 FXN act -1.1, KLK7 zymogen act 0.1, ARFGAP1 inh 1, GC-B act -2, rCAG binder -6, ASAP1 GAP inh -3, ADAM10 inh 5, Tn6 DDE FP 5, GC-A act -4 and sPLA2-III inh -3.
For Cc1cccc(OCC(=O)NCCCNC(=O)c2ccco2)c1 the results were GAA850 FXN act 1.1, KLK7 zymogen act -0.2, ARFGAP1 inh 10, GC-B act -6, rCAG binder 1, ASAP1 GAP inh 3, ADAM10 inh -1, Tn6 DDE FP -3, GC-A act 5 and sPLA2-III inh 2.
COC(=O)C1=C(C)N(c2cccc(OC)c2)C(=O)/C1=C\c1ccco1 was read as GAA850 FXN act 0.9, KLK7 zymogen act -0.1, ARFGAP1 inh -9, GC-B act -6, rCAG binder 7, ASAP1 GAP inh -14, ADAM10 inh 6, Tn6 DDE FP 3, GC-A act -6 and sPLA2-III inh -10.
Screening O=C1NN(c2ccccc2)C(=O)/C1=C\c1cccc(OC(=O)c2cccs2)c1 returned GAA850 FXN act 0.4, KLK7 zymogen act 0.5, ARFGAP1 inh -3, GC-B act 12, rCAG binder 37*, ASAP1 GAP inh -6, ADAM10 inh 9, Tn6 DDE FP -5, GC-A act 41* and sPLA2-III inh -17.
For CCCCn1c(SCC(=O)N2CC(=O)Nc3ccccc32)nnc1-c1ccoc1C the results were GAA850 FXN act -2.2, KLK7 zymogen act 0.2, ARFGAP1 inh 7, GC-B act 1, rCAG binder 2, ASAP1 GAP inh -1, ADAM10 inh 6, Tn6 DDE FP -6, GC-A act -10 and sPLA2-III inh 4.
For O=C(CSc1nnc(-c2cccs2)o1)N1CCCCC1 the results were GAA850 FXN act 5.6, KLK7 zymogen act 0.3, ARFGAP1 inh -3, GC-B act 1, rCAG binder 3, ASAP1 GAP inh -4, ADAM10 inh -6, Tn6 DDE FP -3, GC-A act 1 and sPLA2-III inh 7.
Screening COC(=O)c1ccc(COC(=O)CNC(=O)c2ccc(OC)cc2)cc1 returned GAA850 FXN act 2.4, KLK7 zymogen act -0.5, ARFGAP1 inh 11, GC-B act 0, rCAG binder 1, ASAP1 GAP inh 3, ADAM10 inh -5, Tn6 DDE FP 4, GC-A act 1 and sPLA2-III inh 6.
For CCOC(=O)C(C)(C)Sc1ncnc2nc[nH]c12 the results were GAA850 FXN act 0.9, KLK7 zymogen act 0.0, ARFGAP1 inh 1, GC-B act 4, rCAG binder 0, ASAP1 GAP inh 7, ADAM10 inh 4, Tn6 DDE FP -19, GC-A act 0 and sPLA2-III inh 3.
For C[C@@H](CSc1ccc(Br)cc1)CN1CC[C@H](NC(=O)OCc2ccccc2)CCC1=O the results were GAA850 FXN act -0.9, KLK7 zymogen act -0.1, ARFGAP1 inh 2, GC-B act -6, rCAG binder 8, ASAP1 GAP inh 13, ADAM10 inh 20, Tn6 DDE FP 3, GC-A act -3 and sPLA2-III inh -20.
Screening CCN(CC)S(=O)(=O)c1cccc(-c2nnc(SCC#N)n2Cc2ccccc2)c1 returned GAA850 FXN act 0.3, KLK7 zymogen act -0.5, ARFGAP1 inh -12, GC-B act 1, rCAG binder 1, ASAP1 GAP inh -3, ADAM10 inh -11, Tn6 DDE FP 8, GC-A act -1 and sPLA2-III inh -4.

Fetched one by one from the entries so far:
Screening COC(=O)c1ccc(COC(=O)CNC(=O)c2ccc(OC)cc2)cc1 returned GAA850 FXN act 2.4, KLK7 zymogen act -0.5, ARFGAP1 inh 11, GC-B act 0, rCAG binder 1, ASAP1 GAP inh 3, ADAM10 inh -5, Tn6 DDE FP 4, GC-A act 1 and sPLA2-III inh 6.
COC(=O)C1=C(C)N(c2cccc(OC)c2)C(=O)/C1=C\c1ccco1 was read as GAA850 FXN act 0.9, KLK7 zymogen act -0.1, ARFGAP1 inh -9, GC-B act -6, rCAG binder 7, ASAP1 GAP inh -14, ADAM10 inh 6, Tn6 DDE FP 3, GC-A act -6 and sPLA2-III inh -10.

The results go on.
Screening CCCCC1CCC(C(=O)N2CCOCC2)CC1 (configuration not stated) returned GAA850 FXN act 0.7, KLK7 zymogen act -0.9, ARFGAP1 inh 8, GC-B act 0, rCAG binder -9, ASAP1 GAP inh -3, ADAM10 inh -4, Tn6 DDE FP -1, GC-A act 2 and sPLA2-III inh 10.
Screening O=C(Nc1cccc(Cl)c1)c1nc[nH]c1C(=O)Nc1ccccc1F returned GAA850 FXN act -1.7, KLK7 zymogen act -0.7, ARFGAP1 inh -1, GC-B act -2, rCAG binder 5, ASAP1 GAP inh 5, ADAM10 inh 0, Tn6 DDE FP 4, GC-A act 3 and sPLA2-III inh -1.
Cc1c(OCC(=O)Nc2cccnc2)ccc2c3c(c(=O)oc12)CCC3 was read as GAA850 FXN act 1.1, KLK7 zymogen act 0.7, ARFGAP1 inh 7, GC-B act -5, rCAG binder 0, ASAP1 GAP inh 6, ADAM10 inh -19, Tn6 DDE FP 5, GC-A act -4 and sPLA2-III inh -2.
Screening CCC(CC)C(=O)Nc1cc([N+](=O)[O-])ccc1F returned GAA850 FXN act -0.4, KLK7 zymogen act -0.4, ARFGAP1 inh -13, GC-B act -2, rCAG binder 3, ASAP1 GAP inh 6, ADAM10 inh 3, Tn6 DDE FP 1, GC-A act 3 and sPLA2-III inh 9.
`CC1(OC(=O)CCc2ccccc2)C(=O)C=C2C=C(c3ccc(C#N)cc3)N(CCN3CCOCC3)C=C2C1=O` (configuration not stated) gave GAA850 FXN act -0.2, KLK7 zymogen act -1.1, ARFGAP1 inh 10, GC-B act -3, rCAG binder 5, ASAP1 GAP inh 9, ADAM10 inh -43, Tn6 DDE FP 4, GC-A act 1 and sPLA2-III inh -2.
For Cc1ccc(CN(C(=O)N2CCN(C)CC2)S(=O)(=O)c2ccc(C)cc2)cc1 the results were GAA850 FXN act 1.2, KLK7 zymogen act -0.1, ARFGAP1 inh 1, GC-B act -5, rCAG binder 1, ASAP1 GAP inh -4, ADAM10 inh -1, Tn6 DDE FP -3, GC-A act -2 and sPLA2-III inh 5.
`COc1ccc(CCNC(=O)c2cc(=O)[nH]c3ccc(Br)cc23)cc1OC` gave GAA850 FXN act 3.5, KLK7 zymogen act 0.0, ARFGAP1 inh 6, GC-B act -8, rCAG binder 1, ASAP1 GAP inh -5, ADAM10 inh -3, Tn6 DDE FP 7, GC-A act -4 and sPLA2-III inh -3.
`CC[N+]1(CC)CC2=Cc3ccccc3CC2C1` (configuration not stated) gave GAA850 FXN act -0.5, KLK7 zymogen act -0.4, ARFGAP1 inh 10, GC-B act -5, rCAG binder -1, ASAP1 GAP inh 10, ADAM10 inh -5, Tn6 DDE FP 1, GC-A act 1 and sPLA2-III inh 1.
